# GC-A act: GC-A stimulated cGMP production enhancers – HEK293 GC-A cells, cGMP TR-FRET, EC30 ANP, primary screen; activation, % at 10 µM; Atrial natriuretic peptide receptor 1 (Homo sapiens), P16066; hit rate 0.14% among 370,000; AID 1671463, 2021; 0% at EC30 ANP, 100% saturating ANP; in the data active means activation above about 40%
# SIAE primary: human SIAE inhibitors, primary screen, biochemical, fluorescence polarization, FP-Rh probe, 1536-well HTS | SIAE FP-Rh probe binding | Sialate O-acetylesterase (Homo sapiens), Q9HAT2 | hit rate 0.69% among 370,000 | inhibition, % at 9.66 µM;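 active means inhibition above a cutoff: mean of compounds within the control limits plus 3 SD of those, cut at about 17% in these data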;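 further: 0% = plate median of compound wells and 100% = probe without SIAE protein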
# HTRA1 inh: HTRA1 serine protease inhibitors, primary screen, biochemical, fluorescence polarization, HTS; Q92743; recombinant HTRA1, FP-rhodamine activity-based probe; inhibition, % at 5.96 µM; hit rate 0.5% among 340,000; AID 504803, 2011; in the data active means inhibition above about 36%;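 further: 0% = enzyme with DMSO and 100% = wells lacking enzyme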
# Target sequence (Q92743 whole entry, looked up): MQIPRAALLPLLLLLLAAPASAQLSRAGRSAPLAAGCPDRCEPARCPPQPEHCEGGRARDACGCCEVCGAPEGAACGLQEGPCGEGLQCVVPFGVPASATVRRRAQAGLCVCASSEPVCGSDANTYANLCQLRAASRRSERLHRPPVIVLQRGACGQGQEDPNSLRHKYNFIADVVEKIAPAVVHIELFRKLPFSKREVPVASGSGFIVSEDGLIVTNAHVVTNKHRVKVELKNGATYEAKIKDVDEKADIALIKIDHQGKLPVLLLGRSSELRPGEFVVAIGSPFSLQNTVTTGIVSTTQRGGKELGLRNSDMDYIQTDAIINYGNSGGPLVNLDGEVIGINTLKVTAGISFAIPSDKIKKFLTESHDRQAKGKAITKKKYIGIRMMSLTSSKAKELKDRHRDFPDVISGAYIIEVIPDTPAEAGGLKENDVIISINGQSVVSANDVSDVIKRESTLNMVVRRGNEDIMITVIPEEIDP
# UHRF1 binding: UHRF1 methylated DNA binding inhibitors, primary screen, counter-screen for MBD2 inhibitor project, biochemical, TR-FRET, human UHRF1, single concentration; hit rate 0.75% among 370,000; UHRF1 binding to methylated oligo; inhibition, % at 4.4 µM; AID 687016, 2013; in the data active means inhibition above about 21%;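 further: UHRF1 SRA domain binding a hemimethylated CpG hairpin DNA probe; 0% = median of test compound wells and 100% = reference inhibitor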
# GC-B act: human GC-B receptor activators, primary screen, HEK293 GC-B cells, cGMP TR-FRET, EC30 CNP; activation, % at 10 µM; hit rate 0.11% among 370,000; 0% at EC30 CNP, 100% saturating CNP; AID 1920062, 2024; Atrial natriuretic peptide receptor 2 (Homo sapiens), P20594;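 active means activation at 10 µM reaching about 35% in either raw or pattern-adjusted values, limit read from the data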
# PRMT1 FP inh: PRMT1 methyltransferase inhibitors, primary screen, biochemical, fluorescence polarization. hit rate 1.3% among 370,000. Protein arginine N-methyltransferase 1 (Homo sapiens), Q99873. recombinant PRMT1, activity-based probe fluorescence polarization. inhibition, % at 2.79 µM;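 active means inhibition above about 21% made by adding two undisclosed values, limit read from the data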
# ABHD4 inh: ABHD4 inhibitors, primary screen, biochemical, fluorescence polarization, mouse. (Lyso)-N-acylphosphatidylethanolamine lipase (Mus musculus), Q8VD66. purified mABHD4, FP-Rh probe fluorescence polarization. inhibition, % at 8.92 µM. hit rate 0.54% among 370,000. AID 720543, 2013;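 active means inhibition exceeding the mean over every tested compound plus 3 SD, cut at about 30% in these data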;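 further: 0% = plate median of compound wells and 100% = S159A mutant with DMSO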
#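 Assay system: mouse ABHD4 enzyme, wild type / Also added: fluorescent activity-based probe FP-Rh / Doses: single nominal dose of 8.92 µM, 0.89% DMSO final / Timing: 45 min compound pre-incubation plus 60 min probe step, 25 °C / Signal: FP readout, ex 525 nm / em 598 nm / Control set: S159A mutant/DMSO as 100%, compound-well median as 0%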
# TCR-CD3 inh: inhibitors of human TCR-CD3 interaction, primary screen, biochemical, fluorescence, TAMRA-labeled TCR probe | inhibition, % at 9.4 µM | AID 651800, 2012 | hit rate 0.37% among 360,000; in the data active means inhibition above about 19%;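 further: recombinant mutant TCR 2C K166C tagged with TAMRA read by polarization; 0% = receptor in buffer alone and 100% = receptor with positive control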
# rCAG binder: binders of r(CAG) RNA repeats, primary screen, biochemical, fluorescence; inhibition, % at 3 µM; hit rate 1.3% among 370,000; r(CAG) RNA repeat, TO-PRO-1 dye displacement fluorescence; AID 651821, 2012;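 active means inhibition above the plate cutoff, the mean of all test compounds on that plate plus 3 SD, cut at about 35% in these data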;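 further: 0% = DMSO alone and 100% = 100 µM mitoxantrone as full dye displacement; higher means more dye released from RNA so lower well fluorescence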
# MBD2 inh: inhibitors of MBD2 binding to methylated DNA, primary screen, biochemical, TR-FRET, DNA-binding domain, human; Methyl-CpG-binding domain protein 2 (Homo sapiens), Q9UBB5; MBD2 binding to methylated oligonucleotide; inhibition, % at 4.4 µM; hit rate 0.31% among 370,000; AID 686964, 2013; in the data active means inhibition above about 13%
# Target sequence (Q9UBB5 whole entry, looked up, the tested form may be a part): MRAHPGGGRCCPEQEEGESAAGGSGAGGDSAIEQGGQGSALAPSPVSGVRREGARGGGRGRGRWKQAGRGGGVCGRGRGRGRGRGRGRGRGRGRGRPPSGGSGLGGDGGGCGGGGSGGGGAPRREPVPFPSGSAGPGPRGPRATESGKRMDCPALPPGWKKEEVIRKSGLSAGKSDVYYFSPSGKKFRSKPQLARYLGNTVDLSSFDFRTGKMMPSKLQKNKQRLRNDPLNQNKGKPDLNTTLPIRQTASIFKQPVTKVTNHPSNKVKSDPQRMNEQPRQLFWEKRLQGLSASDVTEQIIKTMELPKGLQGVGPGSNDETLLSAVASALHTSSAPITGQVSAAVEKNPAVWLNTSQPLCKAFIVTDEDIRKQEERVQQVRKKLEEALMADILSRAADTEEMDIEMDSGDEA
# Numbers without * were called inactive; x = no result given. An excerpt. The share of hits here may be higher or lower than overall.
SMILES,GC-A act,SIAE primary,HTRA1 inh,UHRF1 binding,GC-B act,PRMT1 FP inh,ABHD4 inh,TCR-CD3 inh,rCAG binder,MBD2 inh
CC(OC(=O)C1CCCC1)C(=O)Nc1ccc(S(N)(=O)=O)cc1 (centres undefined),7,-5,-1,0,2,-2,-5,4,0,-5
CCOc1ccc(C(=O)OCC(=O)N2CC(C)OC(C)C2)cc1OCC (centres undefined),-3,-5,7,-1,1,-4,0,4,-1,0
COc1cc(OC)c(/C=N/n2c(C3CCCCC3)n[nH]c2=S)c(OC)c1,0,-2,-2,2,1,8,-6,-11,-1,7
COc1ccc([C@H]2N[C@]3(CCCN(Cc4ccco4)C3=O)[C@H]3C(=O)N(Cc4ccccc4)C(=O)[C@@H]23)cc1,3,0,2,2,2,-1,-2,1,8,1
CCN(CC)CCN1C(=O)c2ccccc2NC1c1ccc(F)cc1 (centres undefined),-23,-3,2,-1,-11,-2,-2,1,-4,-2
CN=C(Nc1cc(C)nn1-c1ccccc1)c1ccc(F)cc1,-3,-7,6,1,1,-3,-5,-6,-3,-1
CC1=C(C(N)=O)C(c2sccc2C)n2nnnc2N1 (centres undefined),3,4,3,3,4,0,5,-5,2,2
COc1ccccc1/C=C/C=N/NC(=O)c1ccccn1,21,-8,5,-1,-4,4,-5,3,0,-1
O=S(=O)(c1ccccc1)c1ccc(NCc2ccco2)cc1,0,1,-13,11,3,-3,-6,6,7,0
COC(=O)c1c(N)sc(C(=O)NCCc2ccccc2)c1C,-2,3,3,0,-1,26*,1,1,-1,-6
Oc1ccc(C2=NNC(c3ccc(O)cc3)=NN2)cc1,-4,2,4,-2,4,-4,-2,3,2,-7
O=C(/C=C/c1ccc(Cl)cc1)Nc1ccc(S(=O)(=O)Nc2ncccn2)cc1,5,-9,5,-1,-8,-3,1,-3,1,-2

# An excerpt from above in order of their number in MBD2 inh, smallest number first.
mol	GC-A act	SIAE primary	HTRA1 inh	GC-B act	PRMT1 FP inh	ABHD4 inh	TCR-CD3 inh	MBD2 inh
CN=C(Nc1cc(C)nn1-c1ccccc1)c1ccc(F)cc1	-3	-7	6	1	-3	-5	-6	-1
CCOc1ccc(C(=O)OCC(=O)N2CC(C)OC(C)C2)cc1OCC (centres undefined)	-3	-5	7	1	-4	0	4	0
COc1cc(OC)c(/C=N/n2c(C3CCCCC3)n[nH]c2=S)c(OC)c1	0	-2	-2	1	8	-6	-11	7

# (next part)
SMILES,GC-A act,SIAE primary,HTRA1 inh,UHRF1 binding,GC-B act,PRMT1 FP inh,ABHD4 inh,TCR-CD3 inh,rCAG binder,MBD2 inh
CC(=O)NCCn1ccc2ccccc21,3,2,-6,-1,1,0,2,0,-3,4
COc1ccc(Cn2c(O)c(/C=C3/C=CC=N3)c(=O)[nH]c2=O)cc1,8,-9,0,-4,5,-2,-15,-15,5,-2
Cc1ccccc1-n1nnnc1SC(C)C(=O)NC1CCCc2ccccc21 (centres undefined),-2,-6,-19,-1,4,-2,0,8,-5,0
C=CCn1c(COc2ccc(F)cc2)nnc1SCC(=O)N1CC(=O)Nc2ccccc21,0,-10,0,-2,7,-1,5,3,-8,-2
COc1ccc(OC)c(NC(=O)CCN2CCCCCC2)c1,-1,-2,4,-2,-1,-2,0,3,1,-2
CCOc1ccc(C2C(C#N)=C(N)Oc3n[nH]c(C)c32)cc1OC(=O)C1CC1 (centres undefined),-1,-4,13,-5,1,0,-3,0,4,0
Cc1cc(C2C(=O)C(C(=O)c3ccc(Cl)cc3)C(=O)CC2(C)C)on1 (centres undefined),0,7,5,-2,-2,0,2,-1,3,-2
CCn1c(C)nc2cc(C#N)ccc21,1,4,3,1,3,-1,4,-4,1,5
CC(=O)CC(=O)Nc1nc(C)cc(C)n1,-1,1,5,1,3,-2,-4,-3,-4,-6
COC(=O)c1sccc1NC(=O)c1ccccc1Br,2,0,-10,-2,2,1,-6,-1,-3,-2
COc1ccc2nc(Cl)c(C3CC(c4ccco4)=NN3C(=O)CCC(=O)O)cc2c1 (centres undefined),-2,5,8,13,-1,13,11,-6,22,3
Cc1ccc(C(C(=O)Nc2ccc(C(C)C)cc2)N(C)C(=O)c2ccc(=O)[nH]c2)cc1 (centres undefined),2,-4,-13,0,1,-1,0,0,2,2
COc1ccc(C(=O)OCC(=O)NC(=O)NC2CCCC2)c(O)c1,-5,4,21,1,1,-3,4,6,-6,1
CCCCCCCCCCCCN1[C@@H](CC(=O)OC)c2cc(F)ccc2S1(=O)=O,1,-6,5,11,-2,3,3,-5,7,2
O=C(O)c1ccc(CSc2nnc(SCc3ccccc3)s2)cc1,0,0,-9,0,-3,2,-37,-9,17,2
NC(=S)N/N=C/c1ccccc1OC(=O)c1cc2ccccc2oc1=O,3,6,2,0,-7,5,10,-5,3,3
O=C(NNC(=O)c1ccc([N+](=O)[O-])cc1)c1ccc(F)cc1,0,-2,-7,1,5,5,-1,-3,1,-3
O=C(Cn1c(=O)n(Cc2ccccc2)c(=O)c2ccccc21)NCc1ccco1,-2,-6,-2,-3,4,3,-1,6,2,-3
COc1ccc(NC(=O)c2c3c(nc4ccccc24)CCC3)cc1,-1,-2,4,-2,5,0,6,-6,-2,1
CCOC(=O)c1cccc(C(=O)Nc2nc3ccc(OC)cc3s2)n1,0,-8,2,1,3,-5,-7,5,-2,1
Cc1ccc(S(=O)(=O)N2CCOCC2)cc1NC(=O)COC(=O)COc1ccc(C#N)cc1,-5,4,-1,1,-6,2,6,2,2,1
CO/N=C/c1ccc(Sc2ccccc2)c([N+](=O)[O-])c1,-1,11,-14,0,1,1,-6,-4,2,0
Nc1cccc(CN2CCCC2)c1,4,5,-9,1,1,0,-4,-2,1,6
O=C1CCCN1CC(O)CS(=O)(=O)Cc1ccccc1Cl (centres undefined),-6,0,8,2,-3,-6,-6,-8,0,4
CN(C(=O)c1ccco1)c1nc(-c2ccc(F)cc2)cs1,-2,-6,-6,-2,-8,-1,3,4,5,6
Cc1cccc2cc(CN(C(=O)c3cnccn3)C3CCCCC3)c(Cl)nc12,-17,1,-20,-2,-15,-5,-15,3,-5,-5
Cc1cc(C)n2nc(CNS(=O)(=O)c3ccc(F)cc3)nc2n1,2,10,-8,-2,0,0,7,1,3,-4
Nc1nonc1-n1nnc(C(=O)N/N=C/c2ccccc2Cl)c1-c1ccccc1,0,-1,-5,1,5,1,0,-3,3,1
Cc1ccc(N2CCN(S(=O)(=O)c3ccc(F)c(C)c3)CC2)c(C)c1,1,-1,-17,1,-5,2,-6,1,-2,-1
CS(=O)(=O)N1CCCC(C(=O)Nc2ccc(F)c(F)c2)C1 (centres undefined),1,4,4,0,1,3,1,-5,-2,3
Cc1cccn2c(=O)c(/C=C(\C#N)C(=O)NC3CCS(=O)(=O)C3)c(N3CCC(C)CC3)nc12 (centres undefined),5,-1,-8,-6,5,2,2,2,-5,-6
Cc1ccc(C2NC(=O)c3c(sc(C)c3C)N2)c(O)c1 (centres undefined),3,4,-1,5,-2,15,14,0,29,2
COc1ccc(NC(=O)CSc2nnc(C3CCCCC3)n2N)cc1OC,1,5,5,-2,4,5,4,5,-1,-5
Cn1c(NC(=O)c2cccs2)cc(=O)n(C)c1=O,5,3,7,-3,4,-9,-1,6,3,-3
Nc1ccc(Cc2ccc(N)c(C(=O)O)c2)cc1C(=O)O,3,-3,5,-4,5,1,5,-4,2,4
CCn1c2ccccc2c2nnc(SCc3ccc(C(=O)OC)o3)nc21,12,3,-23,1,9,24*,24,2,18,-10
COc1ccc(OCC(=O)Nn2c(-c3ccc(C)cc3)nc3ccccc3c2=O)cc1,0,-5,-4,2,-12,-2,-2,8,1,-4
S=C(NCc1cccs1)Nc1cccc(Cl)c1Cl,-1,-1,-12,2,1,0,-21,-2,2,2
CC(=O)NC(CC(=O)Nc1ccc(S(=O)(=O)NC2=NCCCCC2)cc1)c1ccccc1 (centres undefined),1,8,2,-2,-3,-1,1,-2,3,-5
C/C(=N\S(=O)(=O)c1ccc(C)cc1)N1CCN(S(=O)(=O)c2ccccc2)C1C(C)C (centres undefined),3,0,-1,-1,0,0,-5,4,-1,-1
O=S(=O)(Nc1cccc(-c2cn3cccnc3n2)c1)c1ccccc1,0,4,1,-1,-6,1,-3,-7,3,2
COc1ccc(NS(=O)(=O)c2ccc3c(c2)N(C(C)=O)CCS3)cc1,-3,2,-3,-2,29,-6,-5,3,2,2
Cc1ccc(Nc2nc(N)nc(N)c2N=O)cc1Cl,3,13,x,-5,-4,1,8,-7,0,-6
CCOCCCNCC(=O)NCC1CCCCC1,2,-11,4,0,12,0,12,5,1,1
CC(=O)O[C@]1(C(C)=O)CCC2C3CCC4=C/C(=N/OCC(=O)O)CC[C@]4(C)C3CC[C@@]21C (some centres undefined),6,6,-1,-2,4,-3,-6,3,15,0
Cc1cc(C)cc(N(C(=O)c2ccccn2)C(C(=O)NC2CCCCC2)c2ccncc2)c1 (centres undefined),-9,4,-5,2,-9,-3,-1,-5,-9,-1
CCOc1ccc(S(=O)(=O)N2CCN(CCNS(=O)(=O)c3ccc(C)cc3)CC2)cc1,0,-11,-3,1,3,3,5,-2,-4,2
CCCCOC(=O)Nc1ccc(C(N)=O)cc1,3,-1,1,-1,3,-3,8,3,0,-2
O=C(Nc1ccc(F)cc1)C1CCC(CNc2c(N3CCCCC3)c(=O)c2=O)CC1 (centres undefined),0,5,7,0,0,0,0,-6,-2,-2
COc1cccc(-c2c(NC(=O)c3ccco3)oc3ccc(Cl)cc3c2=O)c1,3,2,8,10,3,6,7,-5,5,9
Cc1oc(-c2ccc(Cl)cc2)nc1CN1CCC(C(=O)N2CCN(Cc3ccccc3)CC2)CC1,-2,2,-2,-3,-3,-1,5,1,3,4
Cc1ccc(OCC(=O)Nc2ccc3c(c2)C(=O)NC3=O)cc1,0,1,-3,0,-6,0,2,0,-2,4
COC(=O)[C@@]12CCCN1[C@H](c1ccc(-c3ccc(OC)cc3)c(OC)c1)[C@H]1C(=O)N(C)C(=O)[C@H]12,-2,-10,-6,6,3,5,-16,-2,8,6
Cc1cccc(OCC(=O)NNS(=O)(=O)c2ccccc2F)c1,-1,4,-2,0,3,-2,-1,3,0,-6
CCOC(=O)c1cc(S(=O)(=O)N2CCN(c3ccccc3OC)CC2)cn1C,0,-3,-1,20,-6,0,6,-1,-3,3
O=CNc1cc(-c2ccsc2)cn2c(-c3ccccc3)cnc12,-4,1,x,-4,-3,2,2,4,9,-7
CCCn1c(N)c(C(=O)CSc2ncnc3sccc23)c(=O)n(C)c1=O,4,-9,-8,2,6,0,-6,0,3,-3
O=C(OCC(=O)N1CCN(C(=O)c2ccco2)CC1)c1cc(F)c(F)cc1Cl,6,-5,5,-1,2,0,3,-2,2,-4
